Bioassay records from PubChem BioAssay.
BoNT F protease = BoNT/F light chain protease inhibitors, primary screen, biochemical, flow cytometry, MLPCN library; inhibition, % at 10 µM; Multiplex microsphere protease cleavage assay; hit rate 0.22% among 360,000; AID 588497, 2011; in the data active = inhibition above about 35%, passing the limit was not always enough; inconclusive = no clear call, values can overlap the other calls; also: plate controls were buffer without enzyme for full effect and enzyme alone for no effect
CCHF vOTU inh = CCHFV vOTU protease inhibitors, primary screen, biochemical, Pep-AMC substrate, fluorescence | Crimean-Congo hemorrhagic fever virus L polyprotein viral ovarian tumor (vOTU) protease … | inhibition, % at 11.5 µM | hit rate 0.55% among 370,000; in the data active = inhibition above about 30%; also: 0% = vehicle wells with enzyme and 100% = no enzyme wells
TcdB GH inh = TcdB glycohydrolase inhibitors, primary screen, biochemical, single point, plate reader. Toxin B (Clostridioides difficile), P18177. TcdB glycohydrolase enzymatic assay. inhibition, % at 9.99 µM. hit rate 0.24% among 350,000; in the data active = inhibition above about 10%
PrPC TRFRET = inhibitors of human cell surface prion protein PrPC, primary screen, cell-based, TR-FRET | TR-FRET read-out | inhibition, % at 13.8 µM | hit rate 0.43% among 370,000 | AID 720596, 2013; in the data active = inhibition above about 24%; also: 0% = median of the test wells and 100% = reference compound wells
FadD28 FP inh = inhibitors of FadD28 bisubstrate probe binding, primary screen, biochemical, fluorescence polarization, single point. inhibition, % at 12.5 µM. hit rate 0.22% among 360,000. AID 588549, 2011. Mycobacterium tuberculosis FadD28 fatty-acid-AMP ligase; in the data active = inhibition above about 8.5%, passing the limit was not always enough; inconclusive = no clear call, values can overlap the other calls
Y pestis TopoI = Yersinia pestis topoisomerase I inhibitors, primary screen, biochemical, cleavage product accumulation, plate reader, single point; hit rate 0.064% among 360,000; AID 504884, 2011; activity, % at 10 µM; Y. pestis Topo-I cleavage product accumulation; DNA topoisomerase I (Yersinia pestis CO92); in the data active = activity above about 50%, passing the limit was not always enough; inconclusive = no clear call, values can overlap the other calls; also: inactives centre near 2
Anthrax LF inh2 = Bacillus anthracis LF protease inhibitors, primary screen, biochemical, multiplex microsphere, MLPCN library | Lethal factor (Bacillus anthracis), P15917 | inhibition, % at 10 µM | hit rate 0.12% among 360,000 | multiplex microsphere protease cleavage assay; also: plate controls were buffer without enzyme for full effect and enzyme alone for no effect
Target sequence (P15917 whole entry, looked up): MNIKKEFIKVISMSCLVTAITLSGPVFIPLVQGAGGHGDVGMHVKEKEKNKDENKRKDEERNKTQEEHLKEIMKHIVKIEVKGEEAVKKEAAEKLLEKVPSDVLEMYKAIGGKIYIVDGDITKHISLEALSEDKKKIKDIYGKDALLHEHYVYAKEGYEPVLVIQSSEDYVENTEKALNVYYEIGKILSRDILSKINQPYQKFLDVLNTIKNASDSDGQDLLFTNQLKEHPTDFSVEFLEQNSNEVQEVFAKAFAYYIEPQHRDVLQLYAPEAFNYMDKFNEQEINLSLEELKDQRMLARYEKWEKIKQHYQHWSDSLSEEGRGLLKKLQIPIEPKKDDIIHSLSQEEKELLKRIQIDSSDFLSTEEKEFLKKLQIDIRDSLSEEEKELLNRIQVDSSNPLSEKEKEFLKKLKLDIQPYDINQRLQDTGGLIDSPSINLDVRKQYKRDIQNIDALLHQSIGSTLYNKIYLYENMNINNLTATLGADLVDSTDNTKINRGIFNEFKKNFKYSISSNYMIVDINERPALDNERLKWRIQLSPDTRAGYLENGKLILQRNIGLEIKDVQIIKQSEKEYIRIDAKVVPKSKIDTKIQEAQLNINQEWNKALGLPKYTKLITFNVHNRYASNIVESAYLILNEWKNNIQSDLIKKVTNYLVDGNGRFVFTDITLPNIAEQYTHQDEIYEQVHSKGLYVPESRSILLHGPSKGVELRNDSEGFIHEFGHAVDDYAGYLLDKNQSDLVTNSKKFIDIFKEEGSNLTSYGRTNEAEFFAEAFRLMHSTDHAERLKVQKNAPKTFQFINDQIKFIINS
BoNT A protease = BoNT/A light chain protease inhibitors, primary screen, biochemical, flow cytometry, MLPCN library. inhibition, % at 10 µM. Botulinum neurotoxin type A light chain protease (Clostridium botulinum A str. ATCC 3502). hit rate 0.17% among 360,000. multiplex microsphere protease substrate cleavage; also: plate controls were buffer without enzyme for full effect and enzyme alone for no effect
PfHsp40 rescue = rescue of yeast from PfHsp40 toxicity, primary screen, S. cerevisiae, ATP luminescence; S. cerevisiae expressing PfHsp40, growth rescue; growth rescue, % at 12.5 µM; hit rate 0.68% among 340,000; AID 504582, 2011; in the data active = growth rescue above about 28%, passing the limit was not always enough; inconclusive = no clear call, values can overlap the other calls;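 also: yeast W303a lacking pdr1 and pdr3 grown in galactose medium; growth measured after three days at 30 °C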
* = called active by the depositor; ? = inconclusive; . = not tested or not shown. Rule as the data show it, unless noted: active = inhibition above about 30%; inconclusive = no clear call, values can overlap the other calls; inactive = below that.

SMILES	BoNT F protease	CCHF vOTU inh	TcdB GH inh	PrPC TRFRET	FadD28 FP inh	Y pestis TopoI	Anthrax LF inh2	BoNT A protease	PfHsp40 rescue
CCOC(=O)c1ccc2c(c1)N(CC(=O)N1CCCC1)C(=O)C(C)(C)O2	-4	8	.	-1	1.1	-2	-2	?	0.8
Cn1c(SCC(=O)NNC(=O)c2ccccc2O)nnc1-c1ccccc1	4	4	-0.5	-3	-0.1	5	-11	3.2	106*
N#C/C(=C\c1ccc(F)cc1)C(=O)Nc1ccccn1	4	-2	1.3	2	-2.5	0	8	1.3	-0.3
COc1ccc(NC(=O)Cn2nnc(-c3ccc(CN4CCOCC4)cc3)n2)c(OC)c1	.	-8	.	1	-2.0	-5	.	.	-1.0
CC(C)=CCN1CCN(C/C(Cl)=C/c2ccccc2)CC1CCO (stereo not given)	3	-8	0.5	3	-2.4	11	-8	0.1	23
COC(=O)c1ccc2nc(C)cc(Nc3ccccc3C)c2c1	0	0	0.6	1	-4.3	2	-10	-0.8	-1.4
CCN1CCN(c2ncnc3c2c(-c2ccccc2)cn3-c2ccc(F)cc2)CC1	-4	6	-4.4	1	-0.8	-2	-3	-0.2	0.3
CC(=O)c1ccc(N2CCN(C(=O)/C=C/c3ccc(S(=O)(=O)N4CCOCC4)cc3)CC2)cc1	-9	19	0.3	-4	2.2	2	1	-0.9	-1.0
COc1cc(OC)c2c(-c3ccccc3)cc(C3CCCCC3)nc2c1	-3	4	1.2	1	-1.1	-7	1	0.0	-0.9
O=C(Nc1ccc(Cl)cc1[N+](=O)[O-])c1ccc2c(c1)OCCO2	-8	-5	0.2	-1	1.4	6	-4	-1.0	-3.0
O=C(N/C(=C/c1cccc([N+](=O)[O-])c1)C(=O)N1CCCCCC1)c1cccs1	-8	17	1.6	-5	-0.6	-2	-3	0.4	-1.5
Nc1nc(CN2CCN(c3ccccn3)CC2)nc(Nc2ccc(F)cc2)n1	-1	10	.	-11	-3.2	8	-2	-0.1	-0.5
O=C(CSc1ccccc1)Nc1cccc(NC(=O)c2ccco2)c1	-6	-4	0.4	-1	-4.8	6	-2	-0.4	4.7
CCCNC(=O)N1[C@H]2CC[C@@H]1C(C(=O)OC)=C(c1ccc(F)cc1OCc1ccccc1)C2	-4	.	.	.	-3.8	17	5	0.4	-0.4
Cc1ccccc1NC(=O)Nc1nc(C2CCC(=O)N2)cs1 (stereo not given)	0	0	0.9	-8	-1.6	0	-3	-0.4	.

Some entries already given with just TcdB GH inh and CCHF vOTU inh:
mol | TcdB GH inh | CCHF vOTU inh
O=C(Nc1ccc(Cl)cc1[N+](=O)[O-])c1ccc2c(c1)OCCO2 | 0.2 | -5
O=C(N/C(=C/c1cccc([N+](=O)[O-])c1)C(=O)N1CCCCCC1)c1cccs1 | 1.6 | 17

(next part)
SMILES	BoNT F protease	CCHF vOTU inh	TcdB GH inh	PrPC TRFRET	FadD28 FP inh	Y pestis TopoI	Anthrax LF inh2	BoNT A protease	PfHsp40 rescue
Cc1cc(=O)oc2ccc(OC(=O)c3cccc(S(=O)(=O)N4CCOCC4)c3)cc12	-13	11	0.4	-3	-0.2	-9	-8	0.0	-1.1
OCC12COC(c3ccccc3)N1C(c1ccccc1)OC2 (stereo not given)	2	1	.	-3	-3.5	3	7	0.6	-0.6
CCC(CC)C(=O)N1CCN(c2cccc(C)c2C)CC1	-4	5	.	4	-2.9	17	2	-0.2	4.5
CCCCNC(=O)c1ccc(N2CCOCC2)c(NS(=O)(=O)c2ccc(OC)cc2)c1	8	-9	.	-5	-1.2	18	2	9.3	1.3
Cc1nn(C)cc1C(C(=O)NC1CCCCC1)N(C(=O)Cn1nnc2ccccc21)c1ccc(F)cc1 (stereo not given)	-6	-8	.	3	0.0	4	-7	-0.1	-0.3
Cc1ccccc1CSCC(=O)Nc1ccccc1-c1ccccc1	-9	14	1.6	8	-2.5	29	-2	-0.6	2.0
CCC1(c2ccccc2)NC(=O)N(CC(=O)NCc2ccc(C)cc2)C1=O (stereo not given)	26	-4	1.0	4	-2.3	7	4	3.2	0.8
Cc1ccc(N2CCN(/N=C/c3sccc3C)CC2)cc1	0	-13	.	1	0.9	8	-4	?	0.3
CCCCCC(=O)N1C[C@@H](n2cc(-c3ccc(F)cc3)nn2)[C@H](O)C[C@@H]1c1ccc(OC)cc1	-6	12	0.1	-3	-2.9	18	-6	0.2	.
CC(NCc1ccc(S(N)(=O)=O)cc1)C(=O)N1CCc2ccccc21 (stereo not given)	6	10	1.1	3	-2.6	-4	-2	0.3	0.0
CCOc1ccc(N2CC(C(=O)NCCCN3CCOCC3)CC2=O)cc1 (stereo not given)	2	-13	.	-3	-1.9	1	2	1.2	-0.2
CCN(CC)C(=O)CSCc1cnn(-c2ccccc2)c1-n1cccc1	-4	4	.	3	-1.8	39	-7	?	-0.6
CN1CCN(c2nc(-c3ccccc3)cc(C(F)(F)F)n2)CC1	4	18	.	-4	-0.5	6	-2	-0.3	0.0
COCc1cc(C)nc2sc(C(=O)Nc3ccccc3Br)c(N)c12	-17	-13	1.3	-1	-4.2	11	5	4.2	-1.2
Cc1ccc(N2C(=O)NC(NC(=O)C3CC3)(C(F)(F)F)C2=O)cc1 (stereo not given)	17	-2	-0.1	-1	-1.5	4	2	2.8	-0.3
Cc1nn(CCC(=O)NNC(=S)Nc2ccc(F)cc2)c(C)c1Br	1	-11	-1.4	2	-1.4	6	-1	-1.0	-1.3
COc1cccc(CNc2ccccc2O)c1OCc1ccccc1F	-6	-10	0.3	-7	0.5	-2	-8	0.4	-1.0
CSCCC(NC=O)C(=O)NC(C)C(=O)O (stereo not given)	5	-1	0.7	2	-4.0	6	-4	0.1	2.5
CCCCNC(=O)C[C@@H]1C[C@@]2(C(=O)OC)CCCCC=C2N(CCC2=CCCCC2)C1=O	0	14	-0.2	1	.	.	-5	-0.4	.
COCCCn1c(=NC(=O)c2ccccc2)c(C#N)cc2c(=O)n3cccc(C)c3nc21	.	-113	0.5	-16	-3.3	8	.	.	-1.4
COc1cc(NC(=O)c2cccs2)c(OC)cc1NC(=O)Nc1ccc(F)cc1	.	10	1.6	-11	-2.7	-2	.	.	3.4
CCOC(=O)C1(c2ccccc2)CCN(CCC(=O)Nc2cccc(Br)c2)CC1	2	0	0.6	-5	-1.6	27	-8	1.0	-0.3
COc1ccc(/C=C(\C#N)C(=O)Nc2ccc3[nH]c(=O)[nH]c3c2)cc1	1	-21	-0.3	3	-2.8	1	1	0.2	-2.1
CCn1nnnc1NC(=O)c1cccc(OC)c1	0	17	-2.4	-3	-3.0	1	0	-0.4	-0.3
C[C@H](NC(=O)c1cc2cc(Cl)ccc2n1C)C(=O)N1CCC(C(=O)O)CC1	-14	-11	1.2	0	0.0	4	4	-0.9	1.5
O=C(c1ccc(F)cc1)N1CCN(c2ccc([N+](=O)[O-])cc2-n2cccc2)CC1	-5	0	2.1	-12	-4.3	1	3	0.4	3.8
CCN(CC)CCCNC(=O)c1nn(-c2cccc(OC)c2)c(=O)c2ccccc12	?	8	.	-10	-0.2	-3	-7	-0.1	0.3
O=C(CCCC(=O)NCCc1ccccc1)NCCc1ccccc1	2	-8	-1.0	3	0.2	5	2	0.5	-0.9
Cc1cc(=O)oc2cc(OC(C)C(=O)NCCCN3CCCC3=O)c(Cl)cc12 (stereo not given)	-6	11	1.0	-8	-2.1	5	0	-1.4	0.6
NC(=O)c1snnc1-c1ccccc1	.	-19	1.3	4	-1.4	-2	.	.	-1.7
COC(C(=O)Nc1ccc(F)cc1)c1ccccc1 (stereo not given)	-6	6	.	-8	0.3	3	1	0.1	-1.3
O=C(CSc1n[nH]c(-c2cccs2)n1)NCc1cccs1	-6	1	.	6	-4.2	0	8	-0.5	0.3
CC(=O)N1CCc2cc(S(=O)(=O)CCC(=O)N3CCN(c4ccccc4F)CC3)ccc21	-1	10	0.3	9	2.0	-11	-1	0.0	0.5
O=C(Nc1ccnc(-c2cccnc2)n1)c1cccc(Cl)c1Cl	-1	-1	.	1	-1.1	5	-5	-1.1	-0.5
Cc1ccc2cc(/C=N/Nc3ccc(C(=O)O)cc3)c(Cl)nc2c1	11	1	-1.2	6	-7.8	-2	-14	-0.2	-0.7
Cc1ccc(OC(=O)c2ccccc2C(=O)OCC(F)(F)C(F)F)cc1	-1	.	.	.	-2.5	40	0	-0.5	?
O=C1NCCN1Cc1cccc(Cl)c1	6	-7	.	5	-2.7	-5	0	0.7	0.9
Cc1ccc(S(=O)(=O)N=C2SCCCS2)cc1	2	9	.	9	0.1	0	2	0.2	0.6
COc1ccc(C2C3=C(NCCN=C3c3ccccc3)C(=O)N2c2ccccc2)c(OC)c1 (stereo not given)	1	-2	1.1	-6	0.3	6	1	0.4	-0.4
CC12CCC(C(=O)NCCCN3CCOCC3)(OC1=O)C2(C)C (stereo not given)	-4	9	.	1	1.4	-3	-1	-1.9	-1.6
COC(=O)C1=C(C)NC(=S)N(C(C)=O)C1c1ccc(OC)c(OC)c1 (stereo not given)	0	16	0.6	-8	-2.2	4	-1	-0.3	0.3
Cc1ccccc1OCC(=O)Nc1ccc(S(=O)(=O)N2CCOCC2)cc1	3	-4	1.6	4	.	17	-2	1.3	-0.9
CCOc1ccc(/C=N/NC(=O)C(OC)c2ccccc2)cc1 (stereo not given)	0	-1	0.8	-2	-0.5	-2	0	-0.2	0.3

Among those listed so far, these have an aryl methoxy group.
SMILES	BoNT F protease	CCHF vOTU inh	TcdB GH inh	PrPC TRFRET	FadD28 FP inh	Y pestis TopoI	Anthrax LF inh2	BoNT A protease	PfHsp40 rescue
COc1ccc(NC(=O)Cn2nnc(-c3ccc(CN4CCOCC4)cc3)n2)c(OC)c1	.	-8	.	1	-2.0	-5	.	.	-1.0
COc1cc(OC)c2c(-c3ccccc3)cc(C3CCCCC3)nc2c1	-3	4	1.2	1	-1.1	-7	1	0.0	-0.9
CCCCNC(=O)c1ccc(N2CCOCC2)c(NS(=O)(=O)c2ccc(OC)cc2)c1	8	-9	.	-5	-1.2	18	2	9.3	1.3
CCCCCC(=O)N1C[C@@H](n2cc(-c3ccc(F)cc3)nn2)[C@H](O)C[C@@H]1c1ccc(OC)cc1	-6	12	0.1	-3	-2.9	18	-6	0.2	.
COc1cccc(CNc2ccccc2O)c1OCc1ccccc1F	-6	-10	0.3	-7	0.5	-2	-8	0.4	-1.0
COc1cc(NC(=O)c2cccs2)c(OC)cc1NC(=O)Nc1ccc(F)cc1	.	10	1.6	-11	-2.7	-2	.	.	3.4
COc1ccc(/C=C(\C#N)C(=O)Nc2ccc3[nH]c(=O)[nH]c3c2)cc1	1	-21	-0.3	3	-2.8	1	1	0.2	-2.1
CCn1nnnc1NC(=O)c1cccc(OC)c1	0	17	-2.4	-3	-3.0	1	0	-0.4	-0.3
CCN(CC)CCCNC(=O)c1nn(-c2cccc(OC)c2)c(=O)c2ccccc12	?	8	.	-10	-0.2	-3	-7	-0.1	0.3
COc1ccc(C2C3=C(NCCN=C3c3ccccc3)C(=O)N2c2ccccc2)c(OC)c1 (stereo not given)	1	-2	1.1	-6	0.3	6	1	0.4	-0.4
COC(=O)C1=C(C)NC(=S)N(C(C)=O)C1c1ccc(OC)c(OC)c1 (stereo not given)	0	16	0.6	-8	-2.2	4	-1	-0.3	0.3
